# TbPYK inhibitor = blocks Trypanosoma brucei pyruvate kinase; Q57TT1; TbPYK enzyme, Kinase-Glo Plus ATP luminescence, 45 min; Potency, µM (top dose mostly 76.8 µM), without a hit: at the highest dose activity, negative = inhibition, hits mostly inhibitors; 0.12% of 410,000 active; AID 624173; note: potency is the fitted concentration of half-maximal effect; nearly all actives have a fitted effect of over 50% in size
#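 Glycolytic pyruvate kinase of T. brucei was incubated with substrate, test compound and 130 uM ADP for 45 minutes at room temperature. Luminescent Kinase-Glo Plus signal was measured after 10 minutes.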
# AmpC inh no detg = inhibitors of E. coli AmpC beta-lactamase without detergent; P00811; AmpC nitrocefin hydrolysis, absorbance 480 nm, 0.0001% Triton; Potency, µM (top dose mostly 57.1 µM), for the others: at the top dose activity change, negative = inhibition, usual class: inhibitors; 0.52% of 330,000 active;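 note: potency is the fitted concentration of half-maximal effect; plate controls were no compound for no effect and no enzyme for full effect; nearly all actives have a fitted effect of over 20% in size; some results filed as inactive show a strong effect at the top dose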
# Target sequence (P00811 whole entry, looked up): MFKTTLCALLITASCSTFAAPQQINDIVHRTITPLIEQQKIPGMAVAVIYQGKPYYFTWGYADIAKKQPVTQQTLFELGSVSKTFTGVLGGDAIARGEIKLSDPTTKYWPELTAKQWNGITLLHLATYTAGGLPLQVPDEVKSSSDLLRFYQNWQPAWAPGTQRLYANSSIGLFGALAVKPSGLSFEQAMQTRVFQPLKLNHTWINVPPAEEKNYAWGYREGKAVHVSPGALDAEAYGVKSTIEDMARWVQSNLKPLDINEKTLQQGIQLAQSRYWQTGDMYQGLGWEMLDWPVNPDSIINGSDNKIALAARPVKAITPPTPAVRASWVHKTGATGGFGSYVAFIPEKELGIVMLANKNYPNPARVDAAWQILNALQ
#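 AmpC (5.3 nM in the dispensed reagent) in 20 mM phosphate pH 7.0 with 0.01% (detergent screen) or 0.0001% Triton X-100 was preincubated with compounds for 15 min at room temperature. Nitrocefin was then added from an 800 uM solution, and hydrolysis was followed at 480 nm.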
# Sm TGR block = inhibitors of Schistosoma mansoni thioredoxin glutathione reductase; Q962Y6; purified TGR, DTNB reduction, TNB absorbance 405 nm; Potency, µM (highest dose often 114 µM), for the others: at the highest dose activity change, negative = inhibition, usual class: inhibitors; 3% of 360,000 active; note: potency is the fitted concentration of half-maximal effect; nearly all actives have a fitted effect of over 60% in size
#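 First, TGR (20 nM dispensed) and NADPH were mixed with compound. Second, a 15 min room-temperature incubation followed. Third, further NADPH and then DTNB were added to start the reaction. Finally, TNB absorbance was monitored kinetically.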
# HCMV antiviral = inhibitors of human cytomegalovirus | activity change, negative = inhibition, % at 57.5 µM | 4.5% of 410,000 active | AID 1259415 | HFF cells, HCMV-luciferase reporter, 72 h; active compounds read low; in the data active = activity change below about -60%; inconclusive = no clear call, values can overlap the other calls; inactive = above about -39%
#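 Cell-based, HFFs, 1000 cells/well, 16 h 37C; cpds in DMSO + HCMV-luc, MOI 1 PFU/cell; 72 h 37C; OneGlo luminescence after 5 min RT; norm. to buffer vs Salinomycin 10uM.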
# AmpC detergent = blocks E. coli AmpC beta-lactamase in detergent assay; P00811; AmpC hydrolysis of nitrocefin, absorbance 480 nm, 0.01% Triton; Potency, µM (titrated, usually from 114 µM), for the others: top-dose activity change, negative = inhibition, most hits filed as inhibitors; 0.041% of 370,000 active;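 note: potency is the fitted concentration of half-maximal effect; 0% = no-compound wells and -100% = no-enzyme wells; nearly all actives have a fitted effect of over 25% in size; some results filed as inactive show a strong effect at the top dose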
#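 20 mM phosphate pH 7.0 + 0.01% (detergent screen) or 0.0001% Triton X-100; 5.3 nM AmpC reagent; cpd preinc 15 min RT; nitrocefin (800 uM stock) to start; A480 q20 s × 4 min; Activity was normalised to no-enzyme and no-compound control wells.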
# LmPK inh = blocks Leishmania mexicana pyruvate kinase activity. AID 1721. purified LmPK, Kinase-Glo ATP luminescence, 1 h. 0.37% of 290,000 active. Potency, µM (top dose mostly 57.5 µM), without a hit: at the highest dose activity change, negative = inhibition, usual class: inhibitors; note: potency is the fitted concentration of half-maximal effect
# Target sequence (Q27686 whole entry, looked up): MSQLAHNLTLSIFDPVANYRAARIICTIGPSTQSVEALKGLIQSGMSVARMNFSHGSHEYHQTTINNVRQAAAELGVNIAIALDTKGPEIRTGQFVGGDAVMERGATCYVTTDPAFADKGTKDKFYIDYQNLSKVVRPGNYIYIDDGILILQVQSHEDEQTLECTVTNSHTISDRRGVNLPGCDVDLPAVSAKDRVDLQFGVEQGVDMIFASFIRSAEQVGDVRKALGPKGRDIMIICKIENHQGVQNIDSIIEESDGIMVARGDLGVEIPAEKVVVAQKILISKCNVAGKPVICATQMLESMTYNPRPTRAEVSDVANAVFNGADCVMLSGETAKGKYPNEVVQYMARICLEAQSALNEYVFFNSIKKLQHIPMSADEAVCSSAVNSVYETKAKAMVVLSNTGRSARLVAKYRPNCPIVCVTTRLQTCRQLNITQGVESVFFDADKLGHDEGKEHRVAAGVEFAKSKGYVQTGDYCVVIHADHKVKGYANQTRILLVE
#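 qHTS format; LmPK 0.1 nM; substrates PEP 0.5 mM and ADP 0.1 mM. One-hour room-temperature incubation, then coupled luciferase luminescence; 0.5 nM enzyme wells mark activation.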
# AMA1-RON2 inh = disrupts binding of P. falciparum AMA1 to RON2. AlphaScreen AMA1-biotinylated RON2 peptide binding. Potency, µM (series often up to 58.2 µM), for the others: top-dose activity change, negative = inhibition, usual class: inhibitors. 0.2% of 360,000 active;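 note: potency is the fitted concentration of half-maximal effect; 0% = vehicle wells and -100% = peptide control; nearly all actives have a fitted effect of over 45% in size; some results filed as inactive show a strong effect at the top dose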
#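 AMA1 (3D7) with his tag at 25 nM final met compounds first, then biotinylated RON2 peptide at 25 nM; detection used donor plus acceptor beads, 10 µg/mL apiece, read by AlphaScreen after 30 min at room temperature.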
# Numbers without * were called inactive; ? = inconclusive; . = not tested or not shown; [ ] = another dose, or the depositor's remark. Unless noted, calls come from the whole dose curve; as a rule, active = well fitted curve in the direction sought with a large enough effect; inconclusive = small, poorly fitted or top-dose-only effect, or another doubt; inactive = no such curve, though single readings can be large; an effect the other way counts as inactive or inconclusive. Unless noted, % is set by controls: 0 for no effect and ±100 for the full control effect.
SMILES,TbPYK inhibitor,AmpC inh no detg,Sm TGR block,HCMV antiviral,AmpC detergent,LmPK inh,AMA1-RON2 inh
O=S(=O)(c1ccc(Cl)s1)N1CCN(c2ncccn2)CC1,1%,-9%,4%,?,-7%,5%,-1%
Cc1ccc(S(=O)(=O)N2[C@@H](c3ccc(F)cc3)C(C(=O)O)=CC[C@H]2c2cccs2)cc1,1%,-46%,-9%,0,-8%,.,-5%
O=C(NCCc1ccccc1)c1cnc2sc(N3CCCCCC3)nn2c1=O,-6%,.,-3%,19,1%,.,.
COc1ccc(CCNc2ccc(S(N)(=O)=O)cn2)cc1,34%,-19%,6%,5,?,3%,-4%
CN(c1ccc(C(=O)NCc2ccccc2)cc1)S(C)(=O)=O,2%,-24%,5%,-6,-7%,-9%,-5%
Cc1ccc(-c2nn3c(C)nnc3c3ccccc23)cc1S(=O)(=O)NCc1ccco1,-6%,25%,?,22,0%,-10%,-4%
N#CCCN(CCCN1CCOCC1)CN1C(=O)c2ccccc2C1=O,0%,.,.,-14,.,.,21%
CC1=CC(=O)C(C(C)C)=C/C1=N/OS(=O)(=O)c1ccccc1,-16%,-22%,25µM*,-89*,-1%,3%,?
CCN(CC)S(=O)(=O)N1CCC(C(=O)NC(C)CCc2ccccc2)CC1 (stereo not drawn),-5%,22%,8%,-5,-3%,3%,3%
CCOC(=O)c1c(-n2c(C)cc(C=C3C(=O)NC(=S)NC3=O)c2C)sc2c1CCCC2,?,-32%,11µM*,.,-7%,7%,8%
CC(C)CCNC(=O)c1cn(C)c2ccc(S(=O)(=O)N3CCOCC3)cc2c1=O,0%,.,-9%,3,4%,.,.
Cc1ccccc1-c1nc(Cc2ccc(Cl)cc2)no1,-4%,-31%,2%,51,0%,-2%,54%[activator]
CC1CCc2sc(C(=O)NNC(=O)c3ccncc3)cc2C1 (stereo not drawn),-6%,-32%,3%,?,-16%,.,27%
O=C(CCc1c[nH]c2ccccc12)NCC1CCCO1 (stereo not drawn),2%,-14%,-27%,54,-6%,-5%,-6%
CCOc1ccc(OCCC(=O)NNC(=O)c2ccccc2Cl)cc1,-1%,-14%,-3%,-13,?,.,34%[activator]
O=C(OCCOCCN=C1NS(=O)(=O)c2ccccc21)c1ccc(F)cc1,0%,-49%,6%,-13,-9%,2%,13%
COc1cccc(NC(=O)COc2cccc(-n3cnnn3)c2)c1,-1%,-24%,2%,-34,-2%,0%,-7%
c1ccc(C[n+]2cccc(-c3ccccc3)c2)cc1,-5%,-18%,1%,-72*,-10%,-1%,8%
NS(=O)(=O)c1ccc(CCNC(=O)c2ccc3c(c2)OCO3)cc1,0%,-15%,-3%,-10,0%,3%,-7%
Cc1cc(=O)n2c(sc3ccccc32)c1C#N,-2%,-18%,-14%,-91*,1%,2%,9%
COC(=O)C1=C(C)NC(=O)C1(NC(=O)c1ccncc1)C(F)(F)F (stereo not drawn),-18%,-7%,4%,11,2%,2%,7%
COc1cccc(/C=N\NC(=O)C2=NNC(=O)C2C)c1O (stereo not drawn),-4%,-34%,-12%,37,-2%,?,18%
CC(C)(C)C(=O)Nc1cccc(S(=O)(=O)NC2=NCCC2)c1,-3%,-8%,-6%,?,?,.,-5%
Nc1ccc(N2CCOCC2)cc1C(F)(F)F,1%,-11%,-2%[57.1 µM],-10,4%,-1%,-10%
COc1ccccc1N1CCN(/N=C/c2cccc(Cl)c2)CC1,1%,-6%,-1%,48,-5%,6%,14µM*
O=S(=O)(c1ccccc1)c1nnn2c1nc(Nc1ccccc1)c1cc(Cl)ccc12,-2%,.,3%,16,7%,.,.
COc1cccc(NC(=O)CCCN2C(=O)C3CC=CCC3C2=O)c1 (stereo not drawn),2%,0%,-26%,25,?,3%,-11%
CC12CCC(=O)C=C1CC(O)C1C2CCC2(C)C1CCC2(C)O (stereo not drawn),9%,.,.,-25,.,.,-2%
Oc1ccc(-c2csc(Nc3ccccn3)n2)cc1,-12%,-21%,10%,172,5%,-2%,-7%
Cc1nc(SCC(=O)N2CCOCC2)c2c3c(sc2n1)CCC3,2%,98%[activator],.,16,.,.,-8%
CCOC(=O)c1c(Nc2ccc(C)cc2)nnc(-c2ccccc2)c1-c1ccccc1,-3%,.,8%,-31,-1%,.,.
Cc1ccc(C2CC(c3cccc(C)c3)n3nc(N)nc3N2)cc1 (stereo not drawn),0%,31%,5%,?,?,0%,12%
CN1CCN(c2ccc(S(=O)(=O)N3CCCCC3)cc2NC(=O)c2ccc3ccccc3c2)CC1,-5%,267%[activator],-2%,-16,-6%,0%,-26%
CCOc1cc(CNn2c(C)nnc2SCC(=O)NC(C)(C)C)ccc1OCC(=O)NC(C)(C)C,-10%,98%[activator],.,-36,1%,2%,-18%
O=C1C2C3C=CC(C4CC34)C2C(=O)N1/N=C/c1ccc([N+](=O)[O-])o1 (stereo not drawn),-6%,-8%,0%,?,7%,10%,0%
N=C1C(c2ccccc2)=C(O)CN1c1cccc(S(=O)(=O)N2CCCCC2)c1,6%,-6%,6%,-22,1%,4%,8%
CC(C)c1ccc(C2N3CCCN23)cc1 (stereo not drawn),-2%,-2%,3%,-36,?,-7%,13%
CCNC(=O)N(CC)C[C@H]1N[C@@](Cc2ccccc2)(C(=O)OC)[C@H]2C(=O)N(C)C(=O)[C@@H]12,2%,-2%,.,17,.,.,-3%
Cn1c(/C=N/NC(=O)c2ccccc2Br)nc2ccccc21,2%,-1%,13%,-14,5%,2%,24%
CCOC(=O)C1CCN(C(=O)C2CCN(c3nnc(-n4cccc4)s3)CC2)CC1,0%,63%[activator],-7%,-2,-5%,7%,1%
O=c1c2ccccc2nc(/C=C/c2ccc3c(c2)OCO3)n1CCCO,-15%,113%[activator],-1%[57.1 µM],.,-2%,-3%,10%
O=C(COC(=O)c1cccc(S(=O)(=O)N2CCOCC2)c1)c1ccccc1,-17%,23%,7%,-17,-2%,5%,-1%
CCN1C(=O)C2C(c3cccc(F)c3)NC(C)(C(=O)OC)C2C1=O (stereo not drawn),-4%,-16%,7%,?,?,0%,2%
CC(=O)NCC(=O)NC1CCCc2c1cnn2-c1ccc(C(C)(C)C)cc1 (stereo not drawn),-8%,101%[activator],1%,-37,0%,0%,0%
Cn1c(=O)[nH]c(=O)c2c1nc(CN1CCN(c3ccccc3)CC1)n2Cc1c(F)cccc1Cl,-5%,.,-7%,?,-5%,.,.

# By substructure: those above with an aryl methoxy group (five)
SMILES,TbPYK inhibitor,AmpC inh no detg,Sm TGR block,HCMV antiviral,AmpC detergent,LmPK inh,AMA1-RON2 inh
COc1ccc(CCNc2ccc(S(N)(=O)=O)cn2)cc1,34%,-19%,6%,5,?,3%,-4%
COc1cccc(NC(=O)COc2cccc(-n3cnnn3)c2)c1,-1%,-24%,2%,-34,-2%,0%,-7%
COc1cccc(/C=N\NC(=O)C2=NNC(=O)C2C)c1O (stereo not drawn),-4%,-34%,-12%,37,-2%,?,18%
COc1ccccc1N1CCN(/N=C/c2cccc(Cl)c2)CC1,1%,-6%,-1%,48,-5%,6%,14µM*
COc1cccc(NC(=O)CCCN2C(=O)C3CC=CCC3C2=O)c1 (stereo not drawn),2%,0%,-26%,25,?,3%,-11%

# (cont.)
SMILES,TbPYK inhibitor,AmpC inh no detg,Sm TGR block,HCMV antiviral,AmpC detergent,LmPK inh,AMA1-RON2 inh
CC1CCCC(C)N1C(=O)COC(=O)CCC(=O)c1cccs1 (stereo not drawn),16%,-16%,.,18,.,.,-4%
CCC(=O)N1CC2(C)CN(C(=O)CC)CC(C)(C1)C2,4%,-2%,-5%,2,?,3%,14%
CCc1cc(C(=O)NC2CCCc3c2cnn3-c2ccc(F)cc2F)no1 (stereo not drawn),3%,.,.,-71*,.,.,-3%
Cc1ccc(C)n1NC(=O)c1ccccc1,6%,-17%,-27%,-14,2%,2%,-13%
CCC1(CC)NC(=O)N(CC(=O)OCC(=O)Nc2ncc(Cl)cc2Cl)C1=O,-2%,-31%,-18%,18,-10%,.,17%
COc1ccc(C)cc1NC(=O)C(c1ccccc1)N1CCN(CC(=O)N2CCOCC2)CC1 (stereo not drawn),-5%,237%[activator],2%,6,10%,.,-3%
Cc1cc(C)c(C(=O)c2ccc(C(=O)N(C(C)C)C(C)C)cc2)c(C)c1,-4%,63%[activator],-2%,-11,-1%,0%,-2%
COC(=O)c1ccc(S(=O)(=O)NCc2ccccc2)n1C,-16%,-7%,18%,-15,-5%,6%,0%
Cn1c(=O)[nH]c(=O)c2c1nc(N1CCCCC1)n2CC(O)CN1CCCCC1 (stereo not drawn),5%,-16%,22%,18,2%,1%,16%
COc1ccc2nc(C3CCCCC3)nc(C3CCCCC3)c2c1,0%,-8%,4%,-10,-2%,.,-2%
O=C(Nc1nccs1)C(Cl)(Cl)Cl,2%,-19%,-5%,-10,5%,13%,-3%
C=CCn1c(OCc2ccccc2)n[nH]c1=S,?,-11%,-18%,34,0%,-1%,67%[activator]
CCOc1ccc(NC(=O)c2c(Nc3ccc(OC)cc3OC)sc(C(=O)c3ccc(Cl)cc3)c2N)cc1,-4%,.,2%,-9,7%,.,.
CN(C)c1ccc(-c2nc3ccc(Cl)cn3c2Nc2ccc3c(c2)OCCO3)cc1,-4%,.,20%,101,4%,.,.
O=C(COC(=O)Cc1ccc(Br)cc1)NCC1CCCCC1,0%,56%,1%,?,-5%,1%,24%
COc1cccc(-c2cc(C(=O)NN3CCOCC3)c3ccccc3n2)c1,-2%,-7%,-5%,-7,-11%,1%,-6%
Cc1ccc2c(c1)N(C(=O)CCC(=O)N1CCOCC1)CCO2,-2%,-7%,1%,34,-5%,-9%,-2%
O=C(COc1cccc2cccnc12)Nc1nccs1,1%,-19%,1%,40,-1%,-6%,7%
O=C(O)CNS(=O)(=O)c1c(Cl)cccc1Cl,5%,12%,13%,-23,2%,1%,-20%
CCc1cccc(C)c1NS(=O)(=O)c1cc(-c2cc(C)no2)ccc1C,-6%[15.4 µM],.,10%,?,5%,.,.
Cc1ccc(NC(=O)CCc2nnc(SCC(=O)Nc3ccccc3C)n2C)cc1Cl,-6%,-21%,3%,-8,5%,3%,0%
CC(=O)c1cc(F)c(N2CCN(C(=O)COc3ccc(F)cc3)CC2)cc1C,2%,4%,-34%,-29,?,5%,-6%
CCOC(=O)c1cccc(NC(=O)c2cc3sccc3n2Cc2ccc(Cl)cc2)c1,2%,.,3%,2,7%,.,.

# Source: PubChem BioAssay (National Center for Advancing Translational Sciences (NCATS))
